Bioassay records from PubChem BioAssay.
Her2 expr inh = lowers expression of human Her2 kinase; P04626; SKBR-3 HER2 protein level, AlphaScreen, 18-24 h; stronger effect = lower value; HER2 level % of control, % at 10 µM; actives 0.69% (n = 65,000);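 active means HER2 level under 5% of the carrier-only control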;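 further: 100% = DMSO carrier and 0% = 500 nM PU-H71 HSP90 inhibitor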
CatG inh = cathepsin G (human) inhibition; P08311; purified enzyme, AMC-tetrapeptide fluorescence, pooled mixtures; inhibition, % at 5 µM (by protocol); actives 0.2% (n = 62,000); AID 581;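 active means inhibition above 20% in each of the two mixture wells holding the compound; inactive means inhibition of 20% or less in either well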;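 further: 0% = enzyme control without mixture and 100% = blank lacking enzyme; strong numbers were not always called active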
Target sequence (P08311 21-244 limits assumed): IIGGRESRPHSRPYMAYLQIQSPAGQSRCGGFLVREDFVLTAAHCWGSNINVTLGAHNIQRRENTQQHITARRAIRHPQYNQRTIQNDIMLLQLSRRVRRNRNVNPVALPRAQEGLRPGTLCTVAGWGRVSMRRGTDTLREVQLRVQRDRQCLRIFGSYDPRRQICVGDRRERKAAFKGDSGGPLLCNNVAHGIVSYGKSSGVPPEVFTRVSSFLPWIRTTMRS
CatB mix inh = human cathepsin B inhibition by mixtures | P07858 | Purified cathepsin B, AMC dipeptide fluorescence, compound mixtures | inhibition, %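 (ten-compound pools at 5 µM per compound and 50 µM total)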 | actives 0.06% (n = 62,000); in the data active means inhibition above about 22%, passing the limit was not always enough;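 further: 0% = enzyme without compound and 100% = no enzyme blank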
CatL block = inhibitors of human cathepsin L | AID 460 | inhibition, %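 (tested at 10 µM)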 | purified cathepsin L, fluorogenic substrate, fluorescence | actives 0.17% (n = 58,000); in the data active means inhibition above about 45%;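 further: 0% = enzyme with no compound and 100% = no enzyme blank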
Target sequence (P07711 114-288 limits assumed): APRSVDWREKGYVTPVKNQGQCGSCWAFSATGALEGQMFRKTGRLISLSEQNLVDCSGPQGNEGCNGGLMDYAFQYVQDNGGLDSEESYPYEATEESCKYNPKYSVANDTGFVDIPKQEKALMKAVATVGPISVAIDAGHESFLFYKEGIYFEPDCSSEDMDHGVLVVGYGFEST
Target sequence (P07711 292-333 limits assumed): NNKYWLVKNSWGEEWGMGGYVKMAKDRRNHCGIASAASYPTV
CatS block = blocks human cathepsin S protease activity. AID 501. recombinant cathepsin S, AMC dipeptide fluorescence, pooled mixtures. P25774. actives 0.06% (n = 62,000). inhibition, %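 (tested at 5 µM per compound within 10-compound mixtures)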; in the data active means inhibition above about 32%, passing the limit was not always enough;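 further: 0% = enzyme without compound and 100% = blank without enzyme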
Target sequence (P25774 115-331 limits assumed): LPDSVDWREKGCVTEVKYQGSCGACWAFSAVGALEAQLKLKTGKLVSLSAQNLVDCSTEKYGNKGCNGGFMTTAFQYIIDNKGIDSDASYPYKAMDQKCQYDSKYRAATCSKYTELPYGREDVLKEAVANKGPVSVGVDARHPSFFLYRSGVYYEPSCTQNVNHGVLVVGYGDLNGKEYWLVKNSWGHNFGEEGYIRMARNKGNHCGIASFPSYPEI
C1s inh = blocks human complement C1s protease activity | AID 538 | purified C1s, fluorogenic AMC substrate, pooled mixtures | P09871 | mean inhibition % of two 10-compound mixtures (stronger effect = higher value), % at 5 µM (by protocol) | actives 0.16% (n = 62,000);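 active means inhibition above 20% in each of the two 10-compound mixture wells holding the compound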;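 further: 0% = enzyme wells lacking compound mixture and 100% = no-enzyme blank wells; some compounds called inactive have numbers as strong as hits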
CatB block = human cathepsin B inhibition | P07858 | purified cathepsin B, fluorogenic substrate, fluorescence | inhibition, %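 (tested at 10 µM)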 | actives 0.1% (n = 63,000); in the data active means inhibition above about 21%;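 further: 0% = enzyme with no compound and 100% = no enzyme blank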
PKA kinase inh = PKA (human) kinase inhibition; P17612; PKA Kemptide phosphorylation, Kinase-Glo ATP luminescence; inhibition, % at 6 µM; actives 0.1% (n = 65,000);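 active means inhibition above the screen-wide mean inhibition plus 3 SD, cut at about 21% in these data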; further: many of its hits are not listed in these tables
ROCK2 inh = blocks human Rho kinase 2 activity; O75116; purified ROCK2, Kinase-Glo ATP depletion luminescence; inhibition, % at 6 µM; actives 0.35% (n = 60,000); AID 604;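 active means inhibition above the screen-wide mean inhibition plus 3 SD, cut at about 18% in these data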;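 further: plate controls were DMSO wells for no effect and Y-27632 control wells after no-enzyme background subtraction for full effect; many of its hits are not listed in these tables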
The depositor's hits bear a star; · = not tested or not shown.

SMILES,PKA kinase inh,CatL block,CatG inh,CatB block,C1s inh,ROCK2 inh,Her2 expr inh,CatS block,CatB mix inh
CCOc1ccc(-c2cc(C(=O)N3CCN(c4ccccn4)CC3)c3ccccc3n2)cc1,2,-2,-4,1,-38,2,72,-8,0
O=C(Cn1cnc2c(nnn2Cc2ccccc2)c1=O)N1CCCc2ccccc21,6,19,2,3,8,2,88,7,-1
CC1(c2ccccc2)NC(=O)N(CCN2C(=O)c3ccccc3C2=O)C1=O (stereo not given),4,1,-8,4,-7,-1,98,5,1
CC(=O)NC1C(=O)N(CCc2ccccc2)c2ccccc21 (stereo not given),3,1,6,0,3,1,81,0,-1
COc1ccc(C2N(c3ccccn3)C(=O)C3CCCN32)c(OC)c1 (stereo not given),9,5,1,-3,5,6,110,-2,0
COc1ccc(Cl)c(Cn2c(NCC(C)O)nc3c2c(=O)n(C)c(=O)n3C)c1 (stereo not given),1,5,-5,3,-12,-5,125,11,-2
CC1C[C@@]2(NC(=O)NC2=O)C(C)CN1C (stereo not given in full),4,-4,·,6,·,12,85,·,·
O=C(NCCN1CCN(C(=O)Nc2ccccc2)CC1)Nc1ccccc1,13,1,9,2,6,6,105,-4,4
CCOC(=O)NCCc1ccc(OC)cc1,4,4,7,6,7,5,108,-6,3
COc1ccc(C2/C(=C(\O)c3ccc4c(c3)OCCO4)C(=O)C(=O)N2CCCN(C)C)cc1 (stereo not given),2,8,·,9,·,8,94,·,·
Cc1occc1C(=O)N1CCN(c2ccc(Cl)c(Cl)c2)CC1,-2,14,5,-1,-3,-14,111,10,-2
COc1ccc(C2(CNC(C)=O)CCCC2)cc1OC,-2,4,10,·,12,0,96,2,5
CS(=O)(=O)N1CCC(c2noc(-c3ccc(C(F)(F)F)cc3)n2)CC1,3,23,12,7,19,3,142,13,1
CCn1c(=N)n(CCO)c2ccccc21,4,14,13,0,2,-8,79,-1,3
O=C(NCc1ccc(F)cc1)c1cc2ccccn2n1,6,20,-1,0,-1,-1,116,19,8
O=C(Cc1ccccc1)NC(NCCCN1CCOCC1)(C(F)(F)F)C(F)(F)F,7,21,9,0,-13,3,73,6,-3

A second format for 2 compounds above.
Molecule: O=C(NCc1ccc(F)cc1)c1cc2ccccn2n1
  PKA kinase inh: 6
  CatL block: 20
  CatG inh: -1
  CatB block: 0
  C1s inh: -1
  ROCK2 inh: -1
  Her2 expr inh: 116
  CatS block: 19
  CatB mix inh: 8
Molecule: O=C(Cc1ccccc1)NC(NCCCN1CCOCC1)(C(F)(F)F)C(F)(F)F
  PKA kinase inh: 7
  CatL block: 21
  CatG inh: 9
  CatB block: 0
  C1s inh: -13
  ROCK2 inh: 3
  Her2 expr inh: 73
  CatS block: 6
  CatB mix inh: -3

The listing continues.
SMILES,PKA kinase inh,CatL block,CatG inh,CatB block,C1s inh,ROCK2 inh,Her2 expr inh,CatS block,CatB mix inh
CCC(OC(=O)CCc1nc2ccccc2[nH]c1=O)C(=O)c1ccccc1 (stereo not given),-3,15,5,1,-18,·,100,8,2
CC(=O)OCC(=O)[C@@]1(O)CC[C@H]2[C@@H]3CCC4=CC(=O)C=C[C@]4(C)[C@H]3[C@@H](O)C[C@@]21C,0,7,-13,·,-45,4,112,9,6
CCOCCCNS(=O)(=O)Cc1ccccc1,4,1,0,-2,-7,0,95,6,5
COc1ccccc1-n1c(SCC(=O)NC2CCCC2)nc2cccnc21,9,-11,-1,-5,5,6,96,-13,4
CCc1ccc(NC(=O)C(C)Nc2ccc(S(=O)(=O)NC(C)=O)cc2)cc1 (stereo not given),-6,-7,12,2,12,1,92,14,5
COc1ccc(C2C3=C(CCCC3=O)Nc3nc(C(F)(F)F)nn32)c(OC)c1OC (stereo not given),10,13,-9,8,-21,8,102,16,4
O=C(CCC(=O)OCC(F)(F)C(F)F)Nc1ccc(Cl)cc1,-2,·,10,8,19,2,140,10,3
CCN1CCN(c2ncc3c(n2)CC(c2ccc(OC)c(OC)c2)CC3=O)CC1 (stereo not given),0,-9,0,-3,1,-4,79,0,-7
Cn1cnnc1SCC(=O)N(Cc1ccc2c(c1)OCO2)C1(C(=O)NC2CCCCC2)CCCC1,-2,-9,7,0,13,-1,92,1,5
O=C(NCC1CCCO1)c1ccc(CS(=O)(=O)c2ccc(Br)cc2)o1 (stereo not given),-5,·,4,-6,2,-1,99,12,4
CC(C)NC(=O)c1n[nH]c(=O)c2ccccc12,3,16,-1,-1,-2,0,96,16,-2
Cc1ccc(S(=O)(=O)NCc2csc(C)n2)c(C)c1,3,1,9,2,-6,4,92,11,4
CCN(CC)CCN1C(=O)C(=O)/C(=C(/O)c2c(C)[nH]c(C(=O)OC)c2C)C1c1cccnc1 (stereo not given),-1,-5,-4,-1,1,-3,66,-1,3
C/C(N)=C(/C#N)C(=O)COC(=O)COc1ccc(Cl)cc1,4,-5,17,4,14,0,111,7,4
O=C(CCCC1=NS(=O)(=O)c2ccccc2N1)N1CCN(c2ccccc2)CC1,4,9,11,4,-5,1,106,12,3
CN(Cc1cccc(F)c1)C(=O)c1ccc(S(=O)(=O)C(F)F)cc1,6,6,-1,2,-29,5,140,10,6
COc1ccccc1OCCSc1nnc(C)n1-c1ccccc1,0,7,-1,-1,-20,2,82,2,-1
COC(=O)c1ccccc1NC(=O)C(CCS(C)(=O)=O)NC(C)=O (stereo not given),-8,-4,3,2,1,-4,94,-1,0
Cc1ccc(S(=O)(=O)Nc2cc(C)nn2-c2ccccc2)cc1,9,11,-22,-1,-70,5,96,-11,-4
COC(=O)c1c(NC(=O)CN2CCN(Cc3ccc4c(c3)OCO4)CC2)sc(C)c1C,-3,1,9,0,8,2,84,1,3
CCSc1nnc(NC(=O)CSc2ncccn2)s1,3,11,17,0,15,1,111,18,4
Cc1cc(C#N)c(C)n1-c1cc(C(F)(F)F)ccc1N1CCOCC1,8,5,-3,-2,3,3,95,10,0
O=C(CN1C(=O)COc2ccccc21)c1ccc(Cl)cc1,-4,4,2,-3,-1,-7,85,13,-2
CCc1cccc(C)c1NC(=O)CSc1nnc(-c2ccco2)n1N,7,-24,7,2,5,1,95,-11,0
CC(NC(=O)NCCCn1ccnc1)(C(F)(F)F)C(F)(F)F,6,-4,·,4,·,12,92,·,·
O=C1c2ccccc2C(Nc2ccc3c(c2)OCCO3)N1Cc1ccco1 (stereo not given),-9,15,-18,4,-34,1,115,-1,0
Cc1nc(Nc2ccc3c(c2)OCCO3)c2oc3ccccc3c2n1,0,4,5,3,-7,·,·,22,1
CCCCCc1nc2c(=O)[nH]c3ccccc3c2o1,11,22,13,5,-22,4,80,16,0
Cc1cc(-c2ccccc2)nc2[n+]1CCN2C,6,-5,6,-2,-11,3,73,-5,3
CCOC(=O)c1oc2ccccc2c1NC(=O)c1ccccc1OC,7,7,0,-2,-3,4,91,12,-3
CCOc1ccc(C2N(c3ccc(Cl)cc3)C(=O)C3CCCN32)cc1OC (stereo not given),9,0,-1,2,2,-2,123,-3,2
CCc1nc2ccccc2c(C(=O)OCC(=O)Nc2ccc(S(=O)(=O)N3CCOCC3)cc2)c1C,2,10,-3,0,0,0,54,6,-1
O=C(c1ccc(Cl)cc1)N1CCCCC(Sc2nnc(-c3ccc4c(c3)OCO4)o2)C1=O (stereo not given),2,6,-42,-3,-2,3,88,3,3
C=CCn1c(COc2cccc3ccc(C)nc23)nnc1SCC(=O)OC,0,17,2,-1,-3,3,92,4,-3
Cn1c(-c2ccc3c(c2)OCO3)cnc1N,11,23,6,8,10,6,44,1,1
CN(C)C(CN1C(=O)C2CC=CCC2C1=O)c1cn(C)c2ccccc12 (stereo not given),5,14,11,1,-15,9,69,4,-1
NC(=O)CSc1nnc(Cn2c(=O)sc3ccccc32)n1CCc1ccccc1,-2,9,10,2,12,3,85,4,4
COc1cccc(C(c2sc3ncnn3c2O)N2CC(C)OC(C)C2)c1 (stereo not given),2,13,6,3,-18,-1,84,-2,4
COc1ccc(-c2noc(-c3cc(Cl)ccc3Cl)n2)cc1OC,1,8,11,0,12,1,72,3,4
CCOC(=O)c1ccc(NC(=O)c2nn(C)cc2Br)cc1,4,5,2,·,-18,6,86,-3,-2
Cc1occc1-c1nnc(SCCCC(=O)c2ccc(F)cc2)n1C,9,17,11,5,10,·,118,13,1
O=C(Nc1ccc(F)cc1F)c1ccc(COc2c(F)c(F)cc(F)c2F)o1,1,-5,10,1,8,-2,126,-4,4
COc1cccc(-c2nnc(NC(=O)c3ccccc3Br)o2)c1,9,9,8,6,-26,-6,86,2,5
Cc1ccc(S(=O)(=O)N(CC(=O)N2CCCC2)C2CCCCC2)cc1,-3,·,-1,3,1,0,112,-1,1
O=C(CN(c1ccccc1)S(=O)(=O)c1ccc(F)cc1)N1CCCCCC1,7,13,11,3,3,6,119,1,-4
CN(CCCNC(=O)C1CCN(S(=O)(=O)N2CCC3(CC2)OCCO3)CC1)Cc1ccccc1,1,-2,9,-2,13,·,98,-5,3
COc1ccc(S(=O)(=O)N2CCCC2C(=O)Nc2ccc(C)cc2)cc1 (stereo not given),-5,12,5,0,4,·,72,5,1
O=C(NCc1ccccn1)Nc1ccc2c(c1)OCO2,7,7,-3,1,-36,7,112,-8,-2
CCCOc1ccc(N2C(=O)CC(N3CCN(c4ccccc4F)CC3)C2=O)cc1 (stereo not given),6,-11,2,1,-23,4,110,-6,-2
CC1=C(C(=O)OCc2ccccc2)C(c2ccco2)n2ncnc2N1 (stereo not given),-5,8,8,4,3,-9,96,7,6
COc1cc(C(=O)N2c3ccccc3CC2C)cc(OC)c1OC (stereo not given),-8,6,10,2,15,-5,80,2,7
O=C(NCC1COc2ccccc2O1)c1cn(Cc2ccc(F)cc2)nn1 (stereo not given),10,31,-11,3,-38,1,72,-2,-4
Cc1ccccc1Oc1ccc(S(=O)(=O)NCCC(=O)O)cc1,6,-4,9,6,18,5,81,0,4
O=C(CCC(=O)N1CCN(C2CCCC2)CC1)Nc1nnc(C(F)(F)F)s1,8,3,5,-1,-29,2,95,-3,-5
Nn1c(COc2cccc(Br)c2)nnc1SCC(=O)N1CCc2ccccc2C1,5,10,10,-1,14,·,81,-1,1
CC1CCCN(c2oc(-c3cccc4ccccc34)nc2C#N)C1 (stereo not given),-3,-53,-4,-5,-112,-4,120,-9,-4

(list continues)
SMILES,PKA kinase inh,CatL block,CatG inh,CatB block,C1s inh,ROCK2 inh,Her2 expr inh,CatS block,CatB mix inh
CC(C)OC(=O)c1nnn(-c2nonc2N)c1CN1CCc2ccccc2C1,-2,17,18,-2,19,3,82,-4,5
Cn1ncc2c(Nc3ccc(-c4ccccc4)cc3)ncnc21,-2,-3,-1,0,-21,-4,129,8,-2
COCCn1c(SCC#N)nnc1-c1ccc2c(c1)OCO2,2,-5,-5,0,-2,2,73,-6,-2
Cc1cc2ccccc2n1CCNC(=O)C(C)(C)C,3,15,13,3,15,8,114,5,4
COC(=O)C(C)Sc1nc2c(cnn2-c2ccccc2)c(=O)[nH]1 (stereo not given),7,11,7,3,12,4,93,-3,3
O=c1c2ccccc2nc(-c2ccco2)n1/N=C/c1ccco1,-5,11,0,-2,-1,7,73,7,5
CCn1nnnc1-c1ccc(OC)c(S(=O)(=O)NCc2ccccc2)c1,-2,10,1,-2,-3,0,100,20,9
O=C(O)CCc1ccc(-c2cccs2)n1NC(=O)c1ccccc1Br,4,24,1,-8,2,2,105,1,15
CCOc1cc(C2C(C#N)=C(N)OC(C)=C2C(C)=O)cc(Br)c1O (stereo not given),9,-3,11,5,17,4,99,-5,7
COC(=O)c1sc(NC(=O)C2CCCO2)c(C(=O)OC)c1C (stereo not given),-3,·,-2,·,-6,0,41,0,-2
COC(=O)CCC(=O)Nc1nc(-c2ccccc2)cs1,5,·,0,-5,3,3,97,2,-4

This is a subset; rates above refer to the full screens.
